Compound activity: PubChem, PCMD
Yeast tox = Inhibitors of S. cerevisiae growth, toxicity; S. cerevisiae wild-type growth, A595 turbidity, 16 h; 30,000 tested, 0.3% active; growth inhibition, % at 25 µM (by protocol);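 active = mutant and wild-type yeast strains alike exhibit over 30% growth inhibition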;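 also: 0% = untreated cell controls and 100% = YPD media blanks without cells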
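system = S. cerevisiae wild-type or eIF2Bepsilon-R284H mutant strain | buffer or medium = YPD medium | dosing = one dose, 25 µM compound, 0.2% DMSO | schedule = 16 h at 30 °C | measured by = A595 turbidity | evaluation = growth inhibition (%) versus cell controls and blanks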
eIF2B yeast act = modulators of yeast eIF2B activity; S. cerevisiae eIF2B-epsilon R284H, GCN4-lacZ luminescence; inhibition, % at 25 µM (by protocol); 27,000 tested, 0.91% active; AID 688;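 active = mutant luminescence inhibited past about 50% while wild type luminescence and mutant growth stay under set limits, limit read from the data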; also: some compounds called inactive have numbers as strong as hits
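Material: yeast eIF2B-epsilon R284H mutant carrying GCN4–beta-galactosidase fusion. Medium: YPD yeast growth medium. Incubation: 16 h growth with compound at 30 °C, 90 min Beta-Glo step. Signal: Beta-Glo luminescence plus absorbance at 595 nm. Evaluation: % inhibition of reporter signal and growth versus controls. Doses: 25 µM single dose.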
Yeast tox inhibition % = also measured in Yeast tox; calls as there; growth inhibition, %; S. cerevisiae eIF2Bepsilon-R284H mutant growth, A595 turbidity, 16 h;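 each compound tested once at 25 µM; 0% equals untreated cells and 100% equals cell-free medium blanks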
eIF2B yeast act mutant toxicity = recorded beside eIF2B yeast act, whose call it bears; growth inhibition, %; measured here: mutant yeast growth, toxicity;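 each compound tested once at 25 µM; zero equals untreated control growth and 100 equals blank medium absorbance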
Numbers without * were called inactive; . = no result given. These rows are one share of the data, so the mix of outcomes need not match the whole.

Values run as follows: Yeast tox | eIF2B yeast act mutant toxicity | Yeast tox inhibition % | eIF2B yeast act
O=C(NC1CCCCC1)NC1CC2CCC(C1)N2C(=O)NC1CCCCC1 (centres undefined)
 : 17.3 | . | 0.0 | .
COc1ccc(C2=NOC(C(=O)NCCN3CCOCC3)C2)cc1 (centres undefined)
 : 11.0 | 14.3 | 14.3 | 23.8
O=C(CSc1ccc2nnc(-c3ccccc3)n2n1)NCc1ccco1
 : 12.8 | 13.8 | 13.8 | -1.1
CC(=O)N1c2ccccc2C(C)(c2ccccc2)CC1(C)C (centres undefined)
 : -12.8 | . | -4.4 | .
Cc1ccc(NC(=O)c2cccc(OCc3c(C)noc3C)c2)c(C)c1
 : 3.3 | -29.4 | -29.4 | 15.6
O=C(c1ccc(Cl)cc1)N1CCCCC(Sc2nnc(-c3ccc4c(c3)OCO4)o2)C1=O (centres undefined)
 : -15.6 | -22.7 | -22.7 | 30.8
Cc1ccccc1OCCC(=O)Nc1c(C)n(C)n(-c2ccccc2)c1=O
 : 1.2 | . | 0.0 | 23.5
CC(C)C(C)(C#N)NC(=O)CSc1nnc(-c2ccccc2)o1 (centres undefined)
 : 12.3 | . | 21.7 | .
COc1ccc(OC)c(C(C(=O)NCc2ccco2)N(C(=O)Cn2nnc3ccccc32)C(C)C)c1 (centres undefined)
 : -1.9 | -4.8 | -4.8 | 14.2
O=C(Nc1nc2ccccc2s1)C1CC(=O)N(c2ccccc2)C1 (centres undefined)
 : -1.4 | -4.8 | -4.8 | 23.1
CC(C)CNC(=O)CCCc1ccccc1
 : 1.5 | . | 7.7 | .
COc1ccc2[nH]c(=O)c(CNc3cccc(C)c3)cc2c1
 : 16.9 | -13.6 | -13.6 | -8.3
COc1cccc(NC(=O)Cc2cccs2)c1
 : 3.1 | -31.8 | -31.8 | 21.6
CCOC(=O)c1sc2ncn(/N=C/c3ccccn3)c(=O)c2c1C
 : 24.5 | 4.5 | 4.5 | 4.5
COC(=O)C1=COC(C)C2CN3CCc4c([nH]c5ccccc45)C3CC12 (centres undefined)
 : -22.1 | . | 0.0 | 32.7
CCn1cc(/C=C(/C#N)S(=O)(=O)c2ccccc2)cn1
 : 21.4 | -9.1 | -9.1 | 4.9
Cc1ccc(N/C(CSC(N)=O)=N/S(=O)(=O)c2ccccc2)cc1
 : 19.2 | . | 10.3 | .
Cn1c(CN2CCC(C(N)=O)CC2)c(C#N)c2ccccc21
 : 17.8 | 7.1 | 7.1 | 15.7
COC(=O)c1c(NC(=O)C2CC=CCC2C(=O)O)sc(C)c1C (centres undefined)
 : 17.4 | 18.2 | 18.2 | 18.6
O=C1c2cccc3cccc(c23)C(=O)N1c1ccc2ncccc2c1
 : -43.0 | -29.2 | -29.2 | 31.8
COC(=O)Cc1c(C)nc2nc(-c3cccnc3)[nH]n2c1=O
 : 21.9 | 22.2 | 22.2 | 19.7
CC1CC(C(F)F)n2nc(C(=O)Nc3sc4c(c3C#N)CCC(C(C)(C)C)C4)nc2N1 (centres undefined)
 : 4.0 | 11.1 | 11.1 | -24.7
Cn1cc(CN2CCc3ccccc3C2)c2ccccc21
 : -11.4 | -25.9 | -25.9 | 33.0
CCCNC(=O)C(Cc1ccccc1)NS(=O)(=O)c1cccc2nsnc12 (centres undefined)
 : 11.9 | 5.3 | 5.3 | 12.9
O=C1c2cccnc2C(Nc2ccc(S(=O)(=O)N3CCCCC3)cc2)N1Cc1ccccc1 (centres undefined)
 : 23.1 | -13.6 | -13.6 | 21.3
CCCN(CCC)C(=O)C1c2ccccc2Oc2ccccc21
 : -0.6 | -18.2 | -18.2 | 19.7
CCOC(=O)C1CCCN(C(=O)C2CCN(S(=O)(=O)CC)CC2)C1 (centres undefined)
 : 22.3 | 10.3 | 10.3 | 29.4
COc1cc(OC)cc(-n2nnnc2SCC(=O)NCc2ccc3c(c2)OCO3)c1
 : -2.7 | -6.7 | -6.7 | 1.4
CC(CS(=O)(=O)c1ccc2ccccc2c1)N1CCN(C2CCCCC2)CC1 (centres undefined)
 : -9.4 | -4.3 | -4.3 | 15.6
COc1ccc(Cl)cc1NS(=O)(=O)c1ccc(OC)c(OC)c1
 : 21.8 | -7.9 | -7.9 | -32.6
O=S1(=O)CC(O)C(Nc2ccccc2)C1 (centres undefined)
 : 21.8 | -33.3 | -33.3 | 10.1
CCS(=O)(=O)Nc1ccc(Cc2ccncc2)cc1
 : -1.7 | 6.1 | 6.1 | 2.9
COc1ccc(NC(=O)Nc2nnc(-c3ccccc3SCc3ccccc3)s2)cc1
 : 13.0 | -22.2 | -22.2 | -9.3
Cc1ccc(C(=O)O/N=C2\CC3CCC2(C)C3(C)C)cc1 (centres undefined)
 : 11.7 | 3.7 | 3.7 | 21.6
Cc1cc(=O)cc(C)n1-c1ccccc1N1CCOCC1
 : 8.4 | -9.1 | -9.1 | 2.5
CC1(C)Oc2ccc3ccc(=O)oc3c2/C(=C/NCCN/C=C2\C(=O)C(C)(C)Oc3ccc4ccc(=O)oc4c32)C1=O
 : -1.5 | . | -7.7 | .
COc1ccc(NC(=O)c2ccc(-n3nc(C)c[n+]3[O-])cc2)cc1
 : 8.3 | -8.7 | -8.7 | -16.8
O=C(c1ccco1)N1CCN(C(=O)C2CCCc3c2[nH]c2ccc(Cl)cc32)CC1 (centres undefined)
 : 10.0 | 3.7 | 3.7 | 22.0
COc1ccc(Cc2nc(-c3ccccn3)no2)cc1
 : -18.4 | -14.3 | -14.3 | -5.1
O=S(=O)(Nc1ccc2c(c1)OCO2)c1ccccc1
 : 4.8 | . | 17.4 | .
COc1ccc(C)cc1S(=O)(=O)N1CCCCC1
 : 5.1 | 14.3 | 14.3 | 17.4
O=C(CCS(=O)(=O)c1ccc(Br)s1)NC1CCCCCC1
 : 6.3 | 5.4 | 5.4 | 11.5
Cc1cc(C)n(-c2nc(SCC(=O)Nc3nccs3)c3c4c(sc3n2)COC(C)(C)C4)n1
 : 2.7 | -3.7 | -3.7 | -1.2
O=C(c1ccccc1)[C@H]1[C@H](c2ccccc2)[C@@]2(N=C(c3ccccc3)OC2=O)C2c3ccccc3C=NN21 (some centres undefined)
 : -14.5 | -9.5 | -9.5 | -23.5
CCOc1ccc2nc(N3CCOCC3)nc(C)c2c1
 : 27.8 | -9.5 | -9.5 | 14.1
O=C(CSC1=NCCS1)Nc1ccc(S(=O)(=O)NC2CCCCC2)cc1
 : -4.6 | . | 5.1 | .
CCOC(=O)c1cc(-c2cccs2)nc2onc(C)c12
 : -6.1 | -6.5 | -6.5 | 22.9
CCOC(=O)C1=C(C)Nc2nnnn2C1c1cccnc1 (centres undefined)
 : -2.7 | -14.3 | -14.3 | 15.8
CCSc1nc2c(c(=O)[nH]c(=O)n2C)n1C/C=C(/C)Cl
 : 17.8 | -19.1 | -19.1 | 22.4
Cc1ccc(N(Cc2ccccc2F)S(C)(=O)=O)cc1C
 : 10.4 | . | 10.0 | .
O=C(COC(=O)c1ccco1)c1ccc2ccccc2c1
 : 5.2 | 10.3 | 10.3 | 23.0
c1ccc2[nH]c(NCCN3CCOCC3)nc2c1
 : 6.8 | 8.7 | 8.7 | 20.8
CCOC(=O)C1=C(C)N(c2ccccc2)C(=O)C1
 : 2.6 | -3.5 | -3.5 | 13.0
Nc1nc(CN2CCN(c3cccc(Cl)c3)CC2)nc(N2CCCc3ccccc32)n1
 : 20.4 | -6.5 | -6.5 | 35.4
Cc1ccc(C)c(-n2c(CNC(=O)c3ccco3)nnc2SCC(=O)Nc2nccs2)c1
 : -4.2 | 1.7 | 1.7 | 5.0
COc1ccc(-c2cc3nc(C)cc(C)n3n2)cc1
 : 21.9 | 16.2 | 16.2 | 28.9
O=C(NCC1(N2CCOCC2)CCCCC1)c1ccc(Cl)c(S(=O)(=O)NCc2ccco2)c1
 : 3.8 | -13.6 | -13.6 | 16.8
CCC(C)COC(=O)c1ccc(C(=O)O)cc1 (centres undefined)
 : . | . | . | 45.7
CCC(Nc1nc(-c2ccccc2)nc2ccccc12)C(=O)O (centres undefined)
 : 17.0 | 9.7 | 9.7 | 11.4
NC(=O)c1ccccc1OCCOCCOCCOc1ccccc1C(N)=O
 : . | . | . | -35.8

Some entries already given with just eIF2B yeast act mutant toxicity and Yeast tox inhibition %.
SMILES	eIF2B yeast act mutant toxicity	Yeast tox inhibition %
O=C(CSC1=NCCS1)Nc1ccc(S(=O)(=O)NC2CCCCC2)cc1	.	5.1
CCOC(=O)c1cc(-c2cccs2)nc2onc(C)c12	-6.5	-6.5

The results go on.
Values run as follows: Yeast tox | eIF2B yeast act mutant toxicity | Yeast tox inhibition % | eIF2B yeast act
CC(C)c1nc2sc3c(c2c(=O)o1)CCCC3
 : 2.0 | . | 0.0 | 15.8
CSc1nc2nc3c(c(=O)n2[nH]1)CCC3
 : -20.0 | 5.0 | 5.0 | -6.0
COc1ccc(OCC(=O)Nc2ccccc2O)cc1
 : 36.5 | 13.5 | 13.5 | 34.4
COCC(=O)Nc1ccc(N(C)C)cc1
 : 4.9 | -11.3 | -11.3 | 10.4
CN1CCN(CC(=O)Nc2ccc(Cl)cc2Cl)CC1
 : -3.8 | -3.1 | -3.1 | 40.1
CCCc1noc2c1C(c1ccoc1)C(C#N)=C(N)N2 (centres undefined)
 : 8.1 | -15.8 | -15.8 | 17.8
O=C(NCC1CCCO1)C(c1ccc(F)cc1)N(Cc1ccc(F)cc1)C(=O)Cn1nnc(-c2cccs2)n1 (centres undefined)
 : -19.4 | -6.5 | -6.5 | 19.3
COc1nc(NC2CCCCC2)nc(N2CCCCCC2)n1
 : -0.9 | -10.7 | -10.7 | 36.0
Cc1ccc2c(CSc3nncs3)cc(=O)oc2c1
 : 4.7 | -14.7 | -14.7 | -21.6
COC(=O)C1C(=O)C=C(N2CCOCC2)CC1(C)C (centres undefined)
 : -12.7 | 19.1 | 19.1 | -26.5
COc1ccc(OC)c(-n2cnnn2)c1
 : 10.2 | 26.0 | 26.0 | 18.1
Cn1c(=O)c2c(nc(Br)n2CC(=O)C23CC4CC(CC(C4)C2)C3)n(C)c1=O
 : 8.5 | -6.7 | -6.7 | 40.8
COc1ccc(OC(=O)c2cc(S(=O)(=O)N3CCCC3)ccc2Cl)cc1
 : -15.8 | . | 5.1 | .
Cc1ccc(-c2cc(-c3nnc(SCC(=O)NC(C)C(C)C)n3N)c3ccccc3n2)cc1 (centres undefined)
 : 21.4 | . | 10.9 | .
Cn1c(N)c(S(=O)(=O)c2ccc(Br)cc2)c2nc3ccccc3nc21
 : -6.2 | -14.3 | -14.3 | -8.6
Cc1cccc(C)c1NC(=O)CSc1nnc([C@H](C)NC(=O)OC(C)(C)C)o1
 : 8.0 | 3.7 | 3.7 | 29.2
C=CCN(C(=O)Nc1ccc2oc(C)nc2c1)c1ccccc1
 : 1.9 | -9.5 | -9.5 | 23.9
c1ccc(-n2ncc3c(N4CCC5(CC4)OCCO5)ncnc32)cc1
 : 4.3 | -6.2 | -6.2 | 14.4
CCOC(=O)N1CCN(C(=O)Nc2cccc(Cl)c2)CC1
 : 21.5 | . | 18.8 | .
O=C1c2ccccc2C(=O)N1CCOc1ccccc1
 : -10.6 | . | 0.0 | 25.4

Quoted at random: 6 entries already listed
Values run as follows: Yeast tox | eIF2B yeast act mutant toxicity | Yeast tox inhibition % | eIF2B yeast act
O=C(NCC1CCCO1)C(c1ccc(F)cc1)N(Cc1ccc(F)cc1)C(=O)Cn1nnc(-c2cccs2)n1 (centres undefined)
 : -19.4 | -6.5 | -6.5 | 19.3
Cc1ccc2c(CSc3nncs3)cc(=O)oc2c1
 : 4.7 | -14.7 | -14.7 | -21.6
COc1ccc(OC)c(-n2cnnn2)c1
 : 10.2 | 26.0 | 26.0 | 18.1
CCOC(=O)N1CCN(C(=O)Nc2cccc(Cl)c2)CC1
 : 21.5 | . | 18.8 | .
COCC(=O)Nc1ccc(N(C)C)cc1
 : 4.9 | -11.3 | -11.3 | 10.4
CCCc1noc2c1C(c1ccoc1)C(C#N)=C(N)N2 (centres undefined)
 : 8.1 | -15.8 | -15.8 | 17.8

Next part.
Values run as follows: Yeast tox | eIF2B yeast act mutant toxicity | Yeast tox inhibition % | eIF2B yeast act
CC(C)(C)N1CC(COc2ccccc2)OC1=O (centres undefined)
 : 42.6 | -3.6 | -3.6 | 1.6
Cn1c(Cn2nnc3ccccc32)nnc1SCC(=O)c1ccccc1F
 : 4.1 | 16.2 | 16.2 | 26.5
CCOC(=O)c1cnc2c(OC)cccc2c1N1CCN(c2ccc(OC)cc2)CC1
 : -8.0 | -3.9 | -3.9 | 6.7
Cc1ncc(S(=O)(=O)c2ccccc2)c(-c2ccccc2Cl)n1
 : 14.0 | 20.0 | 20.0 | 19.7
